Screens deposited in PubChem by Sanford-Burnham Center for Chemical Genomics.
tim23-1 inh = tim23-1 yeast growth inhibition; AID 463212; S. cerevisiae tim23-1 growth, BacTiter-Glo luminescence, 24 h; 330,000 tested, 1.3% active; inhibition, % at 20 µM;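 active means growth inhibition of the mutant yeast at or above 50%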;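 further: temperature-sensitive mutant grown at 25 °C; plate controls were DMSO-treated mutant yeast for no effect and medium wells lacking yeast for full effect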
CXCR6 block = CXCR6 (human) receptor inhibition. O00574. CHO-K1 PathHunter CXCR6 beta-arrestin, luminescence. 360,000 tested, 0.36% active. AID 602244. inhibition, % at 20 µM; in the data active means inhibition above about 34%, passing the limit was not always enough;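 further: antagonist mode with CXCL16 agonist at 10 nM final; 0% = 10 nM CXCL16 with DMSO and 100% = unstimulated wells without agonist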
Target sequence (O00574 whole entry, looked up): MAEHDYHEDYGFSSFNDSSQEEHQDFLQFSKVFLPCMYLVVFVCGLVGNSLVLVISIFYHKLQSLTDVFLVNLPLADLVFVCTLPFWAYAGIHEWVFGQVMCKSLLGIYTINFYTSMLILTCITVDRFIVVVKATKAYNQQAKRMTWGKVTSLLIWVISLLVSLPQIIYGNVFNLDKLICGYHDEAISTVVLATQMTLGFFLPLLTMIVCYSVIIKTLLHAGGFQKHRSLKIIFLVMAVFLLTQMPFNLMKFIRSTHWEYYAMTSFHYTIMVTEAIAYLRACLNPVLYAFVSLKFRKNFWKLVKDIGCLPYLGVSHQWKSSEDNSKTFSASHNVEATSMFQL
UPR CHOP act = apoptotic UPR (CHOP) activation | CHO-CHOP luciferase reporter, luminescence; percent of tunicamycin response over DMSO baseline | activation, % at 10 µM | 330,000 tested, 0.34% active | AID 449763;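 active means at 10 µM dose, activation of 40% or more, normalized to positive control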;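 further: 100% = tunicamycin at 10 µg/mL and 0% = DMSO alone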
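Assay system: CHO cells with stable CHOP pathway luciferase reporter; Buffer or medium: F12 plus 10% serum; Times: 16-18 h cell attachment, then 6 h compound exposure, 37 °C; Signal: luciferase luminescence; Read-out basis: percent activation relative to tunicamycin control; Control set: tunicamycin high control, DMSO low control.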
XBP1 UPR activ = adaptive UPR (XBP1) activation | CHO-XBP1 luciferase reporter, IRE1-XBP1 UPR activation, luminescence; percent of tunicamycin response, DMSO as zero | activation, % at 20 µM | 330,000 tested, 0.33% active;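 active means versus positive control, 20 µM dose yields 30% or more activation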;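 further: 100% = tunicamycin at 10 µg/mL and 0% = DMSO only wells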
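Test system: CHO-XBP1 luciferase reporter cells | Buffer or medium: Serum-containing F12 medium, 10% FBS | Schedule: 6 h compound exposure at 37 °C, 5% CO2 | Detection: Steady-Glo luciferase glow luminescence, 10 min after reagent addition | Read-out basis: Activation, % of tunicamycin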
Mdm2 MdmX PPI = human Mdm2/MdmX binding inhibition; O15151+Q00987; SaOS-2 split-luciferase Mdm2/MdmX complementation, luminescence; inhibition, % at 8 µM; 330,000 tested, 3% active;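 active means inhibition of at least 50% at 8 µM in the primary screen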
APJ agonist = agonists of human APJ apelin receptor. CHO-K1 APJ PathHunter beta-arrestin, luminescence; 0% DMSO wells, 100% apelin. activation, % at 20 µM. 330,000 tested, 0.11% active;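 active means activation more than six SD over the plate average, tested at 20 µM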;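 further: 0% = DMSO alone and 100% = apelin-13 at 10 nM; some results filed as inactive read as strong as hits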
Target sequence (P35414 whole entry, looked up): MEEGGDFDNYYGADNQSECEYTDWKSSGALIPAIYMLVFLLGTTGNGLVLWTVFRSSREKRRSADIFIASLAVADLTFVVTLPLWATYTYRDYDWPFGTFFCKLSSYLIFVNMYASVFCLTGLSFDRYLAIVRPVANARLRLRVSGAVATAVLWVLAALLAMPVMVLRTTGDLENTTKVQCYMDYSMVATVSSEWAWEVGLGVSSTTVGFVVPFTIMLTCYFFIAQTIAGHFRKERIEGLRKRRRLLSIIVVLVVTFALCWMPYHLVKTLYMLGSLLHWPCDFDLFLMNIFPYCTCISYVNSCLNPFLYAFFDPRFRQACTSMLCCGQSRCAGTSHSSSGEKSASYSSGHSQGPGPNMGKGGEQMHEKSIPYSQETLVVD
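Test system: CHO-K1 APJ beta-arrestin complementation cell line | Compound: Single test compound dose, 20 µM final, 1% DMSO | Incubation: Compound 90 min 25 °C, reagent 1 h | Measured by: beta-gal luminescence | Read-out basis: APJ–arrestin association signal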
APJ antagonist = APJ receptor antagonism | inhibition, % at 20 µM | CHO-K1 APJ beta-arrestin complementation, luminescence | 330,000 tested, 0.32% active;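 active means inhibition above about 40% at 20 µM, limit read from the data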;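 further: cells challenged with 10 nM apelin-13 agonist together with compound; plate controls were apelin-13 plus DMSO wells for no effect and DMSO wells lacking apelin-13 for full effect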
EBI2 block = EBI2 (human) antagonism; EBI2 beta-arrestin recruitment, luminescence, 7a,25-OHC stimulated; inhibition, % at 5 µM; P32249; AID 651636; 360,000 tested, 0.81% active; in the data active means inhibition above about 38%;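 further: enzyme fragment complementation signal reports receptor beta-arrestin coupling in cells; 0% = agonist plus DMSO wells and 100% = wells without agonist; some results beyond the cut were filed as inactive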
CCR6 antag = CCR6 (human) receptor antagonism; 340,000 tested, 0.49% active; inhibition, % at 20 µM; P51684; CHO-K1 CCR6 PathHunter beta-arrestin, luminescence, CCL20-stimulated;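 active means compounds whose inhibition of the agonist-driven luminescence signal at 20 µM reaches about 50%, limit read from the data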;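 further: cells stimulated with CCL20 at 14 nM final; plate controls were DMSO with CCL20 for no effect and DMSO without agonist for full effect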
Target sequence (P51684 whole entry, looked up): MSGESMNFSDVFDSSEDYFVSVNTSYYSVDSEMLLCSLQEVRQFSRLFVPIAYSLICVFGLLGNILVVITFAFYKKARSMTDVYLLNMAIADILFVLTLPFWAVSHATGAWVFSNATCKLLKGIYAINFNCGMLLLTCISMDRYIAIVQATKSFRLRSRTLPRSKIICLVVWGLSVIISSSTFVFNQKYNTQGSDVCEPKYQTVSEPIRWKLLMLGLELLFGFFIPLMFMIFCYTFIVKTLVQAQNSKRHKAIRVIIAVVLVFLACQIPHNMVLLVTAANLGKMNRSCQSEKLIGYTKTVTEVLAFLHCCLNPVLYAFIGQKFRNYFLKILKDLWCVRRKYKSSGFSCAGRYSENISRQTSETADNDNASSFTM
Starred values were filed as active, the others as inactive; x = no result given.

SMILES	tim23-1 inh	CXCR6 block	UPR CHOP act	XBP1 UPR activ	Mdm2 MdmX PPI	APJ agonist	APJ antagonist	EBI2 block	CCR6 antag
Cc1nn(C(C)C(=O)N2CCOCC2)c(C)c1[N+](=O)[O-] (stereo unspecified)	5	2	-0.1	-2	7	-1	17	-1	8
COC(=O)c1ccc(C2c3c(oc4ccc(F)cc4c3=O)C(=O)N2CCO)cc1 (stereo unspecified)	-3	7	-0.7	0	4	2	-9	-12	20
Cc1[nH]c2ccccc2c1CCN(Cc1cccnc1)C(=S)NC(C)(C)C	25	7	1.5	1	1	-3	9	6	2
O=C(NCCNc1ccc2ccccc2c1)c1cccn2c(=O)c3sccc3nc12	11	x	0.5	5	-2	4	-11	x	x
COC(=O)c1nc(NNC(=O)c2ccccc2)sc1-c1ccccc1	6	-2	3.8	-3	19	-2	-10	-9	3
Cc1cc(C(=O)NCc2cccs2)c(C)o1	6	-4	-1.2	-1	-3	-5	-10	-4	-2
OC(CN1CCN(Cc2ccccc2)CC1)c1ccc(F)cc1 (stereo unspecified)	-24	3	0.7	-3	-15	-1	-4	-3	9
COc1ccc(-c2nnn(CC(=O)N(CC(=O)NC3CCCC3)c3ccccc3F)n2)cc1OC	12	-3	-1.4	4	16	-1	-4	16	8
COc1ccc(CNC(=O)C[C@H]2C[C@H](C(=O)N3CCOCC3)[C@@]3(CCC4CCCC4)c4[nH]c5cc(CCC(=O)N(C)C)ccc5c4CCN3C2=O)cc1OC	33	-1	3.5	1	34	x	x	-3	28
Cc1cc(/C=N/NC(=O)c2ccc(O)cc2)c(C)n1C1CC1	-23	-4	0.5	-3	19	0	22	0	20
Cc1cc(NC(=O)CSc2nnc(C)c(=O)[nH]2)no1	8	5	0.8	-3	-7	-3	2	-8	0
CCOc1ccc(S(=O)(=O)N2CCC(C(=O)NCC3CCCO3)CC2)cc1C (stereo unspecified)	6	7	1.5	-3	-4	0	-6	6	9
O=C(c1ccc(Cl)c(S(=O)(=O)N2CCCCCC2)c1)N1CCCC1	16	-7	0.5	0	9	-1	5	-13	10
CCN(C(=O)COC(=O)CCC1CCCC1)c1c(N)n(Cc2ccccc2)c(=O)[nH]c1=O	-12	7	0.2	0	17	-4	13	-8	9
COC(=O)c1cccc(C(=O)Nc2ccc(C)cc2Br)n1	30	6	2.8	2	-4	-5	5	0	0
CC(=O)OCC1=C(C(=O)O)N2C(=O)C(NC(=O)CC(C)c3ccccc3)C2SC1 (stereo unspecified)	4	3	-0.6	-1	1	-1	-2	-3	-4
CCC(=O)OC1(C)C(=O)C=C2C=C(CCCCNC(=O)OC(C)(C)C)OC=C2C1=O (stereo unspecified)	18	x	-0.2	-2	6	2	-23	x	x
Cc1c(NC(=O)CSc2nc3ccccc3s2)c(=O)n(-c2ccccc2)n1C	3	-1	-0.1	-6	-13	2	7	-3	2
OC(C#CCN1CCCCC1)(c1ccccc1)c1ccccc1	-70	15	-2.2	-5	10	2	-10	3	3
COc1ccc(CCNC(=O)COc2cc(O)c3c(c2)OC(C)(C)CC3=O)cc1OC	13	-5	-1.7	-3	15	-3	13	3	5
CN(C)c1ccc(CNC(=O)CN2C(=O)COc3ccc(S(=O)(=O)N4CCCC4)cc32)cc1	10	-11	0.4	-4	28	-2	24	-1	-3
CC(=O)C(C(C)=O)c1cc(NS(=O)(=O)c2ccccc2)ccc1NS(=O)(=O)c1ccccc1	8	-8	0.1	0	-24	2	1	-4	6
CC(C)[C@H](NC(=O)OCc1ccccc1)C(=O)NCc1ccccc1	15	8	-3.9	6	-10	3	-13	-5	14
O=C(COC(=O)CCC1CCCC1)Nc1ccc(F)cc1	26	-7	0.6	-2	-10	-3	1	0	1
COc1ccc(C(C(=O)NC(C)(C)C)N(C(=O)CCC(=O)Nc2ccccn2)C2CCCCC2)cc1 (stereo unspecified)	10	0	0.3	3	8	-1	1	-1	-2
Cc1cnc(C(=O)N2CCN(S(=O)(=O)c3ccc4ccccc4c3)CC2)cn1	27	-4	-1.7	0	0	-5	13	-23	10
CC(=NNC(=O)c1cc(C)nc2ccccc12)c1ccc(N2CCOCC2)cc1	-10	-2	-0.7	0	0	-4	-2	-11	-2
O=C1c2ccccc2C(=O)N1CCc1nc2ccccc2c(=O)n1CCCn1ccnc1	-1	2	-0.7	-4	27	-2	-14	7	6
COC(=O)/C=C/c1c(C)[nH]c(=O)[nH]c1=O	-6	10	1.5	-2	-1	-4	-4	-7	8
Cc1nc(N2CCN(S(=O)(=O)c3ccccc3C#N)CC2)c2c(-c3cccs3)csc2n1	22	3	-0.2	-1	-12	0	-1	-1	-1
COc1ccccc1OCc1ccc(C(=O)Nc2ccccc2)cc1	2	-3	4.7	1	-16	-1	-25	24	4
COC(=O)c1c(NC(=O)Cc2ccc(OC)c(S(=O)(=O)N3CCOCC3)c2)sc(C)c1C	12	2	1.0	0	23	-5	18	-2	17
CC1CN(C(=O)CSc2nnc(-c3cccs3)n2N)CC(C)O1 (stereo unspecified)	16	9	-1.4	0	-18	-1	-5	-3	1
O=C(CN1CCN(S(=O)(=O)c2ccc(Cl)cc2)CC1)NCc1cccs1	-1	-7	1.4	0	4	-4	7	-13	8
CC1=CC2=NC(=O)/C(=C\c3ccc(OC(=O)c4ccco4)cc3)C(=N)N2O1	-7	7	2.4	5	-14	-5	7	-8	-6
OC1(C(F)(F)F)CC(c2ccc3ccccc3c2)=NO1 (stereo unspecified)	47	0	3.0	-2	19	-2	-4	-20	2
CC1=C(C(N)=O)C(c2ccco2)C(C(N)=O)=C(C)N1	9	0	3.8	0	11	7	6	-5	7
CC1CC(C)CN(S(=O)(=O)c2ccc(C(=O)Nc3nnc(-c4cccs4)o3)cc2)C1 (stereo unspecified)	6	9	4.8	3	37	-5	-2	-6	-3
Cc1ccc(-n2cc(-c3ccccc3)c3c(=O)[nH]cnc32)cc1	57*	12	2.6	-1	17	1	0	-12	1
OCCC1CN(Cc2cn[nH]c2C2CCCCC2)CCN1Cc1ccccc1 (stereo unspecified)	10	7	0.8	-1	-2	-2	4	1	11

Two neighbouring entries already listed:
SMILES	tim23-1 inh	CXCR6 block	UPR CHOP act	XBP1 UPR activ	Mdm2 MdmX PPI	APJ agonist	APJ antagonist	EBI2 block	CCR6 antag
OC1(C(F)(F)F)CC(c2ccc3ccccc3c2)=NO1 (stereo unspecified)	47	0	3.0	-2	19	-2	-4	-20	2
CC1=C(C(N)=O)C(c2ccco2)C(C(N)=O)=C(C)N1	9	0	3.8	0	11	7	6	-5	7

An excerpt from above in order of the Mdm2 MdmX PPI value, ascending:
Molecule | Mdm2 MdmX PPI
CC1=CC2=NC(=O)/C(=C\c3ccc(OC(=O)c4ccco4)cc3)C(=N)N2O1 | -14
OCCC1CN(Cc2cn[nH]c2C2CCCCC2)CCN1Cc1ccccc1 (stereo unspecified) | -2
CC(=NNC(=O)c1cc(C)nc2ccccc12)c1ccc(N2CCOCC2)cc1 | 0
CN(C)c1ccc(CNC(=O)CN2C(=O)COc3ccc(S(=O)(=O)N4CCCC4)cc32)cc1 | 28

Going on with the list:
SMILES	tim23-1 inh	CXCR6 block	UPR CHOP act	XBP1 UPR activ	Mdm2 MdmX PPI	APJ agonist	APJ antagonist	EBI2 block	CCR6 antag
c1ccc(-n2cnnc2SCc2nc3ccccc3s2)cc1	23	4	1.7	4	0	4	2	2	4
Cc1ccc(Cn2c(=N)c(S(=O)(=O)c3ccc(C)cc3)cc3c(=O)n4ccccc4nc32)cc1	-5	5	-1.5	1	22	-5	12	12	18
O=c1c2cc(NC(=S)N3CCC(N4CCCCC4)CC3)ccc2nc2n1CCCCC2	18	-4	1.9	0	-11	-1	12	3	-3
COc1ccc(OC)c(S(=O)(=O)Nc2c(C)cccc2C)c1	8	6	-1.4	-1	1	-4	6	-2	8
COc1cccc(CN2CC(C(=O)NCCOc3ccccc3)CCC2=O)c1 (stereo unspecified)	-5	1	-0.6	-3	17	-1	4	12	-4
Cn1c(=O)c(=O)n(C)c2cc(S(=O)(=O)CCC(=O)Nc3c(F)c(F)c(F)c(F)c3F)ccc21	-2	-5	-0.4	-4	-20	-4	6	4	-2
O=C1Nc2ccccc2C12OCCO2	0	-6	-3.2	-1	25	-1	3	-3	11
COc1ccc(NC(=O)C2C3C=CC4(O3)C2C(=O)N(CCCN2CCCCC2)C4C(=O)NC2CCCC(C)C2C)cc1 (stereo unspecified)	11	-3	-0.6	2	-8	-1	3	7	18
O=C(CSc1ccc(Cl)cc1)N1N=CCC1c1ccccc1 (stereo unspecified)	12	5	-0.9	1	11	-1	14	15	15
CCCNC(=O)c1ccc2c(=O)c(O)c(-c3ccc(F)cc3)[nH]c2c1	18	-6	1.5	2	69*	11	-25	0	-2
FC(F)(F)c1nnc2ccc(NCc3cccnc3)nn12	8	3	-1.7	-2	15	-3	1	4	2
Cn1c(SCC(=O)Nc2ccccc2Cl)nnc1C1CC1	1	-3	1.1	0	2	2	2	-1	-6
Cc1cc(S(=O)(=O)Nc2ccccc2C(=O)O)ccc1Cl	-3	-4	-1.9	-1	-21	-1	-3	-5	-2
CC(C)(C)N(Cc1ccccc1)C(=O)c1cccs1	14	3	-2.5	-4	1	1	-1	1	15
COc1ccc(CCN2C(=O)CC(N3CCN(c4ccccn4)CC3)C2=O)cc1OC (stereo unspecified)	11	-6	-1.5	-3	0	-1	9	4	13
Cc1cc(C)nc(SCC(N)=O)n1	8	6	-0.1	-2	-32	4	20	-2	-3
CCOC(=O)c1cc(S(=O)(=O)N2CC(C)CC(C)C2)cn1C (stereo unspecified)	22	-2	-0.3	-5	23	-3	-1	-2	14
O=C(NC1CCCc2ccccc21)c1cc(S(=O)(=O)N2CCOCC2)ccc1F (stereo unspecified)	20	0	-0.8	0	-4	-2	-5	-1	17
CCCC(=O)NCCc1ccc(F)cc1	0	4	2.3	2	-3	-8	13	-1	-4
CCOC(=O)CSc1nc(Cc2ccccc2)nc2ccccc12	-1	12	0.5	5	-10	-3	13	2	22
Cc1ccc(C(=C2C3C=CC2C2C(=O)NC(=O)C32)c2ccc(C)cc2)cc1 (stereo unspecified)	13	-5	-0.1	-2	7	-2	7	9	54*
CCOc1ccccc1NC(=O)c1ccc(-n2cncn2)nc1	-1	4	-1.4	-3	-11	-2	0	-12	7
CC1(C)CC2CC(C)(CN2S(=O)(=O)c2ccc(C(=O)Nc3ccc(Cl)c(S(=O)(=O)N4CCOCC4)c3)cc2)C1 (stereo unspecified)	3	-2	1.3	-4	34	4	1	10	2
C=CCNc1cc(C(F)(F)F)nc(-c2ccccn2)n1	-9	-8	0.1	2	-3	-3	2	-11	4
COc1ccccc1CC(=O)Nc1ccc(-c2noc(COc3ccc(Br)cc3)n2)cc1	-7	-4	8.8	25	11	-2	-4	7	-4
COc1ccc(/C(O)=C2/C(=O)C(=O)N(Cc3cccnc3)C2c2ccco2)cc1OC (stereo unspecified)	20	-5	1.1	-1	5	3	13	-7	-2
COc1cc(Br)c(Br)cc1N	-3	-10	0.3	5	20	1	-11	9	-1
COc1ccc(N2CCN(CCCNC(=O)C(=O)c3c[nH]c4ccccc34)CC2)cc1	17	-2	0.9	-2	16	-5	1	3	-8

This is a subset; rates above refer to the full screens.
